PKA-R2B act = activators of human PKA-R2B complex; activation, % at 11.4 µM; AID 504700; PKA-R2B holoenzyme dissociation, Cy5-IP20 fluorescence polarization; R2B truncated from residue 108, S112A mutant; 0% DMSO only, 100% 113 µM cGMP; actives 0.079% (n = 340,000);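 active = activation above a cutoff set at the mean over all compounds plus 3 SD, cut at about 18% in these data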;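 note: higher means more holoenzyme dissociation and a rise in polarization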
Target sequence (P31323 whole entry, looked up, other chains not shown, the tested form may be a part): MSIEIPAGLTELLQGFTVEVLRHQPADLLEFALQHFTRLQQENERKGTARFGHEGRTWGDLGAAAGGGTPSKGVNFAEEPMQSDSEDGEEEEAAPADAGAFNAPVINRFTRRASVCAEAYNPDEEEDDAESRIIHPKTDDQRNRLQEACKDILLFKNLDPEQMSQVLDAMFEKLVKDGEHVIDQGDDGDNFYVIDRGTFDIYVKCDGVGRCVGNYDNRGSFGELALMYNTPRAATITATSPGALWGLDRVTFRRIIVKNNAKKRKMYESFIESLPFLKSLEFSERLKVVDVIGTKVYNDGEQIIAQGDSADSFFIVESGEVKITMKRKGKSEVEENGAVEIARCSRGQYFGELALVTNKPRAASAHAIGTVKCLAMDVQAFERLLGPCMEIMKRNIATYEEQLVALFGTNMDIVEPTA
DAGLB inh = blocks human DAGLB lipase activity; Q8NCG7; HEK293T DAGLB membrane lysate, EnzChek fluorogenic substrate; inhibition, % at 5.17 µM; actives 0.059% (n = 340,000); AID 504411; in the data active = inhibition above about 34%;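 note: 0% = enzyme with vehicle and 100% = wells lacking enzyme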
HTR5A inv ag = counter-screen for OPRM1-OPRD1 inverse agonists: human HTR5A inverse agonism; P47898; inhibition, % at 9.3 µM; HTR5A cell line, luminescence; actives 0.083% (n = 340,000); in the data active = inhibition mostly above about 23%, no sharp cut-off; inactive = mostly below about 18%;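 note: 0% = cells with DMSO and 100% = no-cell wells with DMSO; some compounds called inactive have numbers as strong as hits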
Target sequence (P47898 whole entry, looked up): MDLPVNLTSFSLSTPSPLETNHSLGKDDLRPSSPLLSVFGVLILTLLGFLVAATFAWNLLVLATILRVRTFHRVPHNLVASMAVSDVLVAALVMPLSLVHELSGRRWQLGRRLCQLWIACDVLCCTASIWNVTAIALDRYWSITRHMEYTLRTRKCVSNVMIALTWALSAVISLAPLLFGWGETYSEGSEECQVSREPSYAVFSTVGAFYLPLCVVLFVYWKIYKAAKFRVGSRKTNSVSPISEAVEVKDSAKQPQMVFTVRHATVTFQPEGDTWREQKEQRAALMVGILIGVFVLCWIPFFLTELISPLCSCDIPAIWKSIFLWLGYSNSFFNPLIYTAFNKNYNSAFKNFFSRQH
phage Ecoli inh = E. coli growth loss with phage present | inhibition, % at 11.9 µM | growth absorbance | actives 0.26% (n = 360,000) | AID 651602; in the data active = inhibition above about 11%
AddAB inh = less growth of phage-infected E. coli with AddAB. actives 0.29% (n = 330,000). AID 435030. inhibition, % at 11.9 µM. E. coli expressing H. pylori AddAB, absorbance growth; in the data active = inhibition above about 12%;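 note: 0% = vehicle wells of infected cells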
Tat export inh = inhibitors of E. coli Tat protein transport; inhibition, % at 10 µM; E. coli MC4100 TorA-mCherry Tat export, fluorescence; actives 0.036% (n = 340,000); AID 488895;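 active = mean replicate inhibition at least 50% and at least half of replicates individually reaching 50%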;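 note: exported cargo escapes ClpAP degradation while cytoplasmic cargo is degraded and loses fluorescence; 0% = median of neutral control wells and 100% = median of NaSCN control wells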
HTR5A ag = activates human HTR5A in OPRM1-OPRD1 agonist counter-screen | P47898 | HTR5A agonist assay, luminescence, cell-based | activation, % at 9.3 µM | actives 0.61% (n = 340,000) | AID 504692; in the data active = activation mostly above about 9.5%, no sharp cut-off; inactive = mostly below about 7.6%;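 note: 0% = cells with vehicle only and 100% = reference agonist; strong numbers were not always called active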
CDK5 inh = inhibitors of human CDK5/p35 kinase; Recombinant CDK5/p35, ADP-Glo luminescence, 60 min; inhibition, % at 10 µM; actives 0.01% (n = 330,000);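 active = highest replicate inhibition of at least 50% and at least 75% of replicates reaching 50%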;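 note: plate controls were DMSO neutral control for no effect and GW8510 at 10 µM for full effect; many of its hits are not listed in these tables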
PKA-R1A act = activators of PKA-R1A complex; P00514+P68181; PKA-R1A dissociation, Cy5-IP20 fluorescence polarization; scaled: DMSO 0%, 113 µM cGMP 100%; activation, % at 11.4 µM; actives 0.083% (n = 340,000); AID 504707;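 active = percent activation above the mean of all tested compounds plus 3 SD, cut at about 19% in these data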;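 note: higher means more PKAc released from R1A so a rise in polarization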
E coli growth = reduces bacterial viability in AddAB counter-screen; E. coli V3065 growth, OD600 absorbance, 18 h; inhibition, % at 11.9 µM; actives 0.27% (n = 330,000); AID 449728;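 active = inhibition above the campaign's mean inhibition across all tested compounds plus 3 SD, cut at about 9.9% in these data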;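 note: uninfected addAB+ strain grown without phage in ampicillin broth; 0% = DMSO wells and 100% = ciprofloxacin 0.95 µg/ml wells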
Mot1-301 SUMO = blocks SUMOylation pathway, rescuing yeast Mot1-301 growth; S. cerevisiae Mot1-301 growth rescue, ATP luminescence, 38.5C; percent above DMSO median, 100 means doubled; AID 2716; actives 1% (n = 320,000); growth rescue, % at 18.8 µM;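 active = every valid replicate shows activation above 250% relative to neutral control wells; inactive = the rest, any valid replicate at or below 250%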;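 note: OY570 slx delta 5 strain wells were the positive control but not used for scaling; some compounds called inactive have numbers as strong as hits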
An asterisk follows results filed as active; . = no result given; & = joins results of further samples. Rows are unselected. Share with any hit: about 2.3%.

No.	Compound	PKA-R2B act	DAGLB inh	HTR5A inv ag	phage Ecoli inh	AddAB inh	Tat export inh	HTR5A ag	CDK5 inh	PKA-R1A act	E coli growth	Mot1-301 SUMO
1	O=C(CSc1ccc2c(c1)OCCO2)NCc1ccccc1	1	-1	16	3.9	4.1	-1	-5	-0.3	-6	2.1	-1
2	C/C(=N\NC(=O)CCc1ccccc1)C1C(=O)c2ccccc2C1=O	-7	5	8	-4.5	-2.5	15	-5	-4.9	-19	-3.9	48
3	COc1ccccc1NS(=O)(=O)c1cccc(NC(=S)NCCN2CCOCC2)c1	-6	-2	-9	2.2	1.6	0	4	1.7	-3	-0.6	6
4	CC(C)N(C(=O)CSc1nnc(NC(=O)c2ccco2)s1)C(C)C	-2	-2	-18	3.5	5.2	-1	6	-5.6	-2	1.0	2
5	O=C(NCc1ccc(Cl)cc1)C(=O)NCC1CCCN1S(=O)(=O)c1cccs1 (stereo unspecified)	0	0	10	3.6	1.3	3	-4	-0.3	3	-0.9	0
6	C=CCn1c(=O)c2ccc(C(=O)NCc3ccccc3)cc2n(Cc2ccccc2Cl)c1=O	-11	-1	8	2.4	4.3	-5	7	1.2	-5	-2.7	-23
7	Cc1ccccc1NC(=O)Cn1nnc(-c2ccc(CN3CCC(C)CC3)cc2)n1	-6	0	-15	-2.1	-1.9	-1	-4	-0.8	-9	-0.8	17
8	CCc1nn(C(C)C(=O)NC2CCCCCC2)c(=O)c2cc3occc3n12 (stereo unspecified)	1	0	1	3.2	0.7	0	3	2.0	-5	-0.6	-8
9	Cc1cc(C)cc(NC(=O)C(Sc2nnc(C)c(=O)[nH]2)c2ccccc2)c1 (stereo unspecified)	-14	5	-2	-0.5	1.5	-4	1	0.8	-8	-0.8	-3
10	O=C(Nc1ccccc1F)c1cc(S(=O)(=O)N2CCCCC2)cs1	3	-5	-14	4.5	3.9	4	9	0.6	-4	1.0	31
11	COc1ccc(CCNC(=O)C2CCN(S(=O)(=O)c3ccc(OC)cc3)CC2)cc1	1	2	-21	0.8	0.8	2	8	0.5	6	-1.7	-9
12	CCN(CC)CCN1C(=O)c2ccccc2NC1c1cccc(F)c1 (stereo unspecified)	2	3	0	2.0	0.0	3	-1	-1.0	-11	1.0	7
13	CCN(CC)S(=O)(=O)c1ccc2c(c1)c(=O)c(C(=O)N1CCN(c3ccccc3)CC1)cn2C	-6	1	-14	0.4	0.9	-8	6	-1.9	-3	0.6	86
14	CCOC(=O)Cn1nc(-c2ccccc2)c2cnc3ccc(C)cc3c21	-1	-8	-23	1.8	-0.8	14	4	4.5	-8	-0.8	6
15	COc1ccc(N/C(N)=N/c2nc(CSc3ccc(Cl)cc3)cc(=O)[nH]2)cc1	8	1	-16	-0.6	2.4	0	1	-0.9	-7	0.6	5
16	O=S1(=O)N[C@@H](Cc2ccccc2)COc2cc(Br)ccc21	7	-3	0	2.4	-1.5	-1	0	-3.4	1	-1.4	.
17	O=C(c1ccco1)N1CCN(C(=O)c2cc(-c3ccncc3)nc3ccc(Br)cc23)CC1	10	-3	0	1.7	3.5	-3	2	1.1	-6	0.6	24
18	CCN1CCN(c2ccc(NC(=O)c3ccc([N+](=O)[O-])o3)cc2Cl)CC1	-9	-2	-10	21*	.	7	4	-1.9	-9	.	.
19	CCc1cc2c(=O)c(-c3cnn(-c4ccccc4)c3)c(C)oc2cc1OCC(=O)Nc1cccc(C)c1	-3	0	-27	4.1	-2.9	0	10	1.1	-2	-0.8	-4
20	O=C1c2ccccc2CCc2ccc(Br)cc21	0	-6	15	5.0	1.6	0	-6	-0.1	-2	2.0	29
21	O=C(CC(Sc1ccccc1)c1cccs1)c1ccco1 (stereo unspecified)	-6	-1	4	1.8	2.4	4	4	-2.0	6	-2.9	313
22	CCCn1c(=O)c(C(=O)Nc2ncccc2C)c(O)c2ccccc21	0	1	-12	3.8	4.0	-7	4	1.2	-11	5.3	-1
23	COCCN(C(=O)CSc1nc2ccccc2c(=O)n1C(C)COC)c1c(N)n(Cc2ccccc2)c(=O)[nH]c1=O (stereo unspecified)	4	4	15	3.2	-1.0	3	-6	-0.9	-4	-1.6	1
24	Cc1cc(C)n(CC(=O)NNC(=O)c2cncc(Br)c2)n1	5	-1	1	1.9	0.9	-3	0	-2.5	-8	-0.2	-16
25	Cc1ccccc1C(OCC(O)CN1CCN(CCO)CC1)c1ccccc1 (stereo unspecified)	1	-7	-5	2.1	-0.2	3	1	-0.5	-5	0.0	-3
26	NC(=O)CC(NC(=O)c1ccc(Br)cc1)c1ccc(N2CCN(c3ccccc3)CC2)c([N+](=O)[O-])c1 (stereo unspecified)	-16	5	-9	1.7	-2.7	-5	0	0.8	-6	-3.1	16
27	Cn1nc(C(=O)NCc2ccccc2Cl)c2c1-c1ccccc1S(=O)(=O)C2	0	0	-2	1.7	3.9	6	-1	2.3	1	2.4	21
28	CC(=O)c1c(C)[nH]c(C(=O)NCCc2cccc(C)c2)c1C	4	-3	-3	6.0	0.7	-1	4	-3.7	-8	-1.0	-4
29	COc1ccccc1CNC(=O)CN1C(=O)N(C)C2(CCCCC2)C1=O	-1	1	7	0.6	0.8	5	-3	-1.6	6	1.2	-4
30	COc1ccc(C2C3=C(CCCC3=O)N(CC(=O)O)C3=C2C(=O)CCC3)cc1Cl	-2	1	0	1.3	-1.3	-1	0	-0.7	-2	-2.7	-17
31	COc1cccc(NCc2nnc(SCC(=O)N(C)C3CCS(=O)(=O)C3)n2C2CCCCC2)c1 (stereo unspecified)	-1	3	0	1.8	6.0	7	8	0.1	-1	3.0	-4
32	CC(C)C[C@H](NC(=O)N1CCn2c1nc1ccccc12)C(=O)N[C@@H](Cc1ccccc1)C(=O)O	2	0	.	-1.7	1.9	2	.	-1.1	0	0.7	-12
33	COc1cccc2c(=O)cc(C)n(CC(=O)Nc3ccc(Br)cc3)c12	2	0	-3	-4.8	0.5	7	-1	0.0	-2	1.7	-16
34	CCOC(=O)/C(C#N)=C/c1c(N2CCN(CC)CC2)nc2c(C)cccn2c1=O	5	0	-11	3.7	-2.7	-1	3	-2.2	10	-0.9	-3
35	COc1ccc(C(=O)Nc2ccc(C3CC3(Cl)Cl)cc2)cc1 (stereo unspecified)	4	-3	-6	2.3	3.1	-6	2	1.5	-2	-1.9	13
36	O=C(O)CCCCCN1C(=O)/C(=C/c2cn(-c3ccccc3)nc2-c2cccs2)SC1=S	-4	7	4	0.1	.	-9	-1	1.1	-18	.	.
37	Cc1nc2c(ncn2-c2ccccc2)c(=O)n1NC(=O)CN1CCN(C)CC1	-2	2	-22	2.7	-0.3	2	0	0.1	3	1.5	2
38	CCOC(=O)Cn1nc(C)c(NC(=O)COc2ccccc2)c1C	0	0	22	0.6	4.7	-2	0	0.2	0	0.3	257
39	CN(CCOc1ccccc1)C(=O)c1ccc2c(c1)OCO2	-4	-4	1	4.4	1.8	-8	-1	-1.5	-12	0.7	8
40	COc1ccc(F)cc1S(=O)(=O)NCC1CCCO1 (stereo unspecified)	6	-2	13	1.9	-0.3	-12	-3	0.7	-13	0.1	8
41	CCOC(=O)/C(=N\Nc1ccccc1Cl)N(C)C1CCCCC1	0	-5	23	5.8	2.7	4	-3	0.1	7	2.4	25
42	O=C(c1ccccc1)c1cccn1CC(=O)N1CCN(c2ccccc2)CC1	-6	-2	-5	0.5	1.7	-6	-11	0.8	-11	1.5	-4
43	C/C(N)=C(/C#N)C(=O)CSc1nc(C2CCCCC2)n(-c2ccccc2)n1	10&-10	-6&-2	-2&-3	0.3&2.6	1.3	-1&-3	0&1	-3.2&-1.1	-7&6	-2.4	2
44	O=[N+]([O-])c1ccc2[nH]ncc2c1	-13	2	-34	2.4	2.0	-8	12*	1.8	-3	1.6	-21
45	Cc1cc(C)c2nc(N(CCN(C)C)C(=O)c3ccc4ccccc4c3)sc2c1	-8	-8	12	2.1	-0.5	9	8	-0.3	-1	-1.9	12
46	CCOC(=O)N1CCN(C(=O)c2cc(COc3ccc(OC)cc3Cl)on2)CC1	3	1	-6	1.9	-1.5	-1	2	-3.0	-9	0.3	13
47	COc1ccc(C(C(=O)NC2CCCC2)N(C(=O)c2snc(C(N)=O)c2N)c2ccccc2OC)cc1OC (stereo unspecified)	8	3	-5	0.6	0.5	-6	6	-0.6	3	-1.3	13
48	CCCCCSc1nc2c(c(=O)[nH]c(=O)n2C)n1C(C)C	9	2	-3	-0.6	-0.5	-7	1	1.0	0	-1.2	-2
49	CC1CCN(C(=O)COC(=O)c2cc(=O)[nH]c3ccccc23)CC1	-3	0	-9	0.9	0.1	-9	3	1.2	-3	-2.3	-8
50	CC1(C)Cc2c(ccc3ccccc23)C2=C(C(=O)N3CCCC3)C(=O)C(=O)N21	3	3	5	2.5	.	0	6	1.9	3	.	.
51	CCC(C)(C)n1nnnc1C(c1ccc(C)cc1)N1CCSCC1 (stereo unspecified)	-3	-5	1	3.1	0.8	-4	-3	-0.6	-4	1.9	-12
